TAG inh: triacylglycerol accumulation inhibition | actives 0.66% (n = 230,000) | inhibition, % at 12.5 µM | AID 651582 | H9c2 cells, Nile Red lipid (TAG) fluorescence; cells loaded with 200 µM oleic acid;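 active = pattern-corrected inhibition of lipid staining of at least 50% with the nuclear-stain viability signal not falling by more than 50%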;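 also: 0% = DMSO wells and 100% = triacsin C control wells; some results filed as inactive read as strong as hits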
TAG inh DAPI viability: second read-out of TAG inh, no call of its own (marks repeat the call); DAPI nuclei signal change (viability), lower = more cytotoxic, %;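 whole-well DAPI fluorescence read on a plate reader as a viability signal; minus 50 percent equals half of cells still viable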
Numbers without * were called inactive; & = joins results of further samples. An excerpt; the hit share may differ from the screen's.

1	COc1cc2sc3cc(NCCCN4CCOCC4)ccc3c(=O)c2cc1OC
2	CC(=O)Nc1ccc(S(=O)(=O)NC2CC(=O)N(c3ccc(C)c(C)c3)C2)cc1 (stereo not given)
3	CSCCC(NS(=O)(=O)c1ccccc1F)C(=O)NCCCn1nc(C)cc1C (stereo not given)
4	Clc1cccc(-c2ccc3nccn3c2)c1Cl
5	O=C(COc1coc(CN2CCN(c3ccccc3)CC2)cc1=O)Nc1ccccc1
Assay by compound	1	2	3	4	5
TAG inh	-1	2	14	9	-5
TAG inh DAPI viability	58	9	-2	4	-4

6	CCOc1cc(N2CCOCC2)c(OCC)cc1NC(=O)C(C)Oc1ccccc1 (stereo not given)
7	COC(=O)c1[nH]c2ccc(C)cc2c1NC(=O)CN1CCC(C)CC1
8	Cc1ccc(C(c2nnnn2Cc2cccs2)N2CCN(C(=O)c3ccco3)CC2)cc1 (stereo not given)
9	O=C(Nc1ccc(C(F)(F)F)cc1)c1ccccc1
10	Cc1ccc(/C=N/NC(=O)Cc2ccc(Cl)cc2)s1
Assay by compound	6	7	8	9	10
TAG inh	24	6	-18	-8	-22
TAG inh DAPI viability	-2	-14	13	-1	-19

11	Cc1sc2nc(CN3CCN(c4ccc(O)cc4)CC3)[nH]c(=O)c2c1C
12	CCCNC(=O)c1cc(C2CCCN(C(=O)c3ccc4ccccc4c3)C2)on1 (stereo not given)
13	Cc1onc(-c2c(Cl)cccc2Cl)c1C(=O)NC(C)(C)CO
14	c1cc(-c2ccsc2)n2cnnc2c1
15	O=C(CSCc1ccccc1Cl)Nc1ccc(C(=O)O)cc1
Assay by compound	11	12	13	14	15
TAG inh	14	21	-3	-3	5
TAG inh DAPI viability	-13	-12	-7	-1	-4

16	Cc1[nH]nc(-c2ccc(O)cc2O)c1-c1ccc(Cl)cc1
17	CC(=O)N[C@@H](Cc1c[nH]c2ccccc12)C(=O)OCC(=O)Nc1cc(C)on1
18	O=c1[nH]c2ccc(NC(=S)NCCc3ccccc3)cc2[nH]1
19	O=C(N/N=C/c1ccccc1C(=O)O)c1cc(-c2ccc3c4c(cccc24)CC3)n[nH]1
20	COc1cc(OC)cc(-c2nc(-c3ccccc3)no2)c1
Assay by compound	16	17	18	19	20
TAG inh	-10	1	0	-13	-2
TAG inh DAPI viability	3	2	-2	6	-15

21	COc1ccc(C2=NS(=O)(=O)N(C)C(C(=O)NCc3ccc(F)cc3)=C2)cc1OC
22	COc1cc(C)ccc1OCCOCCOc1c(C)cc(C)cc1Br
23	CN(C)Cc1cnc2ccc(Cl)cn12
24	Cc1cc2ccc(C)c(C)c2nc1SCC(=O)c1cccs1
25	CCOC(=O)c1cnc(SCC(=O)OCC(=O)NC2CCS(=O)(=O)C2)nc1N (stereo not given)
Assay by compound	21	22	23	24	25
TAG inh	-5	-7	10	-150	2
TAG inh DAPI viability	16	3	-18	3	-5

26	CSc1nnc2c3ccccc3n(Cc3ccccc3)c2n1
27	Cc1ccnc(NC(=O)c2cccc(NC(=O)c3ccc(Cl)c(Cl)c3)c2)c1
28	c1cnc(N2CCN(Cc3ccc4c(c3)OCO4)CC2)cn1
29	Cc1ccccc1NC(=S)NCCc1c[nH]c2ccccc12
30	CC(NC(=O)OC1CCCCC1)N1C(=O)C2C3C=CC(C3)C2C1=O (stereo not given)
Assay by compound	26	27	28	29	30
TAG inh	7	8	4	-5	5
TAG inh DAPI viability	2	-3	-3	-1	-23

31	Cc1cc(C)n(C2CCCCC2OC(=O)CCc2ccccc2)n1 (stereo not given)
32	CCOC(=O)C1CCCN(C(=O)COC(=O)C2=COCCO2)C1 (stereo not given)
33	CC(C(O)c1ccc(O)cc1)N1CCC(Cc2ccccc2)CC1 (stereo not given)
34	Cc1ccccc1CC(=O)NC1CCCc2ccccc21 (stereo not given)
35	COc1ccc(C(=O)C[n+]2cn(C(F)F)c3ccccc32)c(F)c1
Assay by compound	31	32	33	34	35
TAG inh	1	0	22&-1&18	-4	14
TAG inh DAPI viability	-5	-3	-14&8&0	2	-9

36	CC(C)C(=O)N1CCN(c2ccc(NC(=S)NC(=O)c3cc4ccccc4o3)cc2)CC1
37	CC(C)(C)OC(=O)N1CCN(c2ccc([N+](=O)[O-])cc2)CC1
38	CC/C(O)=C1\C(=O)CCCC1=NCc1nc2ccccc2[nH]1
39	Clc1nc2ccccc2nc1-c1ccccc1
40	C[C@@H]1O[C@@H](O[C@H]2[C@H](Oc3cc(O)c4c(c3)OC(c3ccc(O)cc3)CC4=O)O[C@H](CO)[C@@H](O)[C@@H]2O)[C@H](O)[C@H](O)[C@H]1O (stereo not given in full)
Assay by compound	36	37	38	39	40
TAG inh	-41	-4	14	4	-9
TAG inh DAPI viability	-3	-4	1	3	4

41	Cc1ccc2nc(-c3ccc(NC(=O)COC(=O)c4cncc(Br)c4)cc3)sc2c1
42	O=C(NCc1ccco1)/C(=C\c1cccs1)NC(=O)c1cccs1
43	COC(=O)c1ccccc1SC(CC(=O)c1ccccc1)c1ccc(F)cc1 (stereo not given)
44	COc1ccc(CNC(=O)COC(=O)CC(NC(N)=O)c2ccc(Cl)cc2)cc1OC (stereo not given)
45	Cc1cc(C)cc(C(=O)NC(CC(N)=O)c2ccc(NC3CCCC3)c([N+](=O)[O-])c2)c1 (stereo not given)
Assay by compound	41	42	43	44	45
TAG inh	5	-15	-2	-5	-20
TAG inh DAPI viability	71	15	-1	11	2

46	CN(C)c1ccc(-c2noc(C3CCN(C(=O)Nc4ccc(Cl)cc4)CC3)n2)cc1
47	COc1cccc(NC(=O)C(OC(=O)c2ccccc2NS(=O)(=O)c2cccs2)c2ccccc2)c1 (stereo not given)
48	O=C(COC(=O)c1ccc([N+](=O)[O-])cc1)NCCC1=CCCCC1
49	C[C@]12c3[nH]c4ccc(Cl)cc4c3CCN1C(=O)[C@@H](CC(=O)NCCc1ccccn1)C[C@@H]2C(=O)N1CCOCC1
50	Nc1ccc2nc3c(=O)[nH]c(=S)[nH]c3nc2c1
Assay by compound	46	47	48	49	50
TAG inh	-1	-1	-2	1	4
TAG inh DAPI viability	3	-4	-1	9	-10

18 of the compounds above, in markdown.
| nr | compound | TAG inh | TAG inh DAPI viability |
| --- | --- | --- | --- |
| 30 | CC(NC(=O)OC1CCCCC1)N1C(=O)C2C3C=CC(C3)C2C1=O (stereo not given) | 5 | -23 |
| 31 | Cc1cc(C)n(C2CCCCC2OC(=O)CCc2ccccc2)n1 (stereo not given) | 1 | -5 |
| 32 | CCOC(=O)C1CCCN(C(=O)COC(=O)C2=COCCO2)C1 (stereo not given) | 0 | -3 |
| 33 | CC(C(O)c1ccc(O)cc1)N1CCC(Cc2ccccc2)CC1 (stereo not given) | 22&-1&18 | -14&8&0 |
| 34 | Cc1ccccc1CC(=O)NC1CCCc2ccccc21 (stereo not given) | -4 | 2 |
| 35 | COc1ccc(C(=O)C[n+]2cn(C(F)F)c3ccccc32)c(F)c1 | 14 | -9 |
| 36 | CC(C)C(=O)N1CCN(c2ccc(NC(=S)NC(=O)c3cc4ccccc4o3)cc2)CC1 | -41 | -3 |
| 37 | CC(C)(C)OC(=O)N1CCN(c2ccc([N+](=O)[O-])cc2)CC1 | -4 | -4 |
| 38 | CC/C(O)=C1\C(=O)CCCC1=NCc1nc2ccccc2[nH]1 | 14 | 1 |
| 39 | Clc1nc2ccccc2nc1-c1ccccc1 | 4 | 3 |
| 40 | C[C@@H]1O[C@@H](O[C@H]2[C@H](Oc3cc(O)c4c(c3)OC(c3ccc(O)cc3)CC4=O)O[C@H](CO)[C@@H](O)[C@@H]2O)[C@H](O)[C@H](O)[C@H]1O (stereo not given in full) | -9 | 4 |
| 41 | Cc1ccc2nc(-c3ccc(NC(=O)COC(=O)c4cncc(Br)c4)cc3)sc2c1 | 5 | 71 |
| 42 | O=C(NCc1ccco1)/C(=C\c1cccs1)NC(=O)c1cccs1 | -15 | 15 |
| 43 | COC(=O)c1ccccc1SC(CC(=O)c1ccccc1)c1ccc(F)cc1 (stereo not given) | -2 | -1 |
| 44 | COc1ccc(CNC(=O)COC(=O)CC(NC(N)=O)c2ccc(Cl)cc2)cc1OC (stereo not given) | -5 | 11 |
| 45 | Cc1cc(C)cc(C(=O)NC(CC(N)=O)c2ccc(NC3CCCC3)c([N+](=O)[O-])c2)c1 (stereo not given) | -20 | 2 |
| 46 | CN(C)c1ccc(-c2noc(C3CCN(C(=O)Nc4ccc(Cl)cc4)CC3)n2)cc1 | -1 | 3 |
| 47 | COc1cccc(NC(=O)C(OC(=O)c2ccccc2NS(=O)(=O)c2cccs2)c2ccccc2)c1 (stereo not given) | -1 | -4 |

Next part:
51	CCCCN1CC(C)(C)[C@H](CC(=O)Nc2ccccc2)C1=O
52	Fc1ccc(-c2nc3c(-c4ccc(Cl)cc4)cnn3cc2CCN2CCOCC2)cc1
53	CC(=O)Nc1ccc(C(=O)OCc2ccccc2Br)cc1
54	CCOC(=O)Cc1cnc(NC(=O)CSc2nc(C)cc(C)n2)s1
55	Cc1nc(CCNC(=O)CC2C(=O)NCCN2Cc2ccccc2F)sc1C (stereo not given)
Assay by compound	51	52	53	54	55
TAG inh	-1	-6	3	-4	-3
TAG inh DAPI viability	10	14	6	4	7

56	Cc1cc(NC(=O)CC#N)n(-c2ccccc2)n1
57	Cc1cn(CCC(=O)Nc2ccccc2N2CCOCC2)c2ccccc12
58	Cc1ccc(C)c(C(O)c2ncc(-c3cccc(C(F)(F)F)c3)[nH]2)c1 (stereo not given)
59	CC1=C(C#N)C2(O)C(=O)c3ccccc3C2(O)N1 (stereo not given)
60	N=c1n(CCN2CCOCC2)c2ccccc2n1CC(=O)c1cccc([N+](=O)[O-])c1
Assay by compound	56	57	58	59	60
TAG inh	2	-7	-18	-2	15
TAG inh DAPI viability	5	0	4	-5	1

61	CC(=O)c1cccc(NC(=O)CSc2nc(=O)n(CCN3CCOCC3)c3c2CCC3)c1
62	N=c1c2c(-c3ccccc3)c(-c3ccccc3)n(Cc3ccccc3)c2ncn1CCCO
63	Cc1cc(/C=C\c2ccccc2)nc2ccccc12
64	CCc1ccc(C(O)c2ncc(-c3cccc(C(F)(F)F)c3)[nH]2)cc1 (stereo not given)
65	O=C(Nc1nnc(S(=O)(=O)N2CCOCC2)s1)c1ccccc1
Assay by compound	61	62	63	64	65
TAG inh	2	22	-8	-49	-2
TAG inh DAPI viability	1	7	-3	13	7

66	Fc1ccc(-c2cn3ccccc3n2)cc1
67	Cc1cc(C(=O)NC2CCCc3ccccc32)c(C)o1 (stereo not given)
68	CC(C)Cn1c(N)c(C(=O)COC(=O)c2cccc(F)c2)c(=O)n(C)c1=O
69	NC(=O)NC(=O)CSc1nnc(-c2ccco2)n1Cc1ccccc1
70	CC(C)(C)NC(=O)c1ccc(Sc2ccccc2)c([N+](=O)[O-])c1
Assay by compound	66	67	68	69	70
TAG inh	-12	-18	9	3	-5
TAG inh DAPI viability	5	2	9	-9	2

71	COc1ccc(/C=C/C(=O)NCCN2CCOCC2)cc1OC
72	NC(N)=N/N=C/c1ccc(Cl)c(Cl)c1
73	CCN1CCCc2cc(CN(CCN3CCOCC3)C(=S)Nc3ccccc3C)ccc21
74	CC(C)[C@H](NC(=O)Cc1ccccc1)C(=O)OCc1cc(=O)n2c(n1)sc1ccccc12
75	CCO[C@@H]1OC(C(=O)NCc2ccccc2)=C[C@H](c2coc3ccccc3c2=O)[C@H]1CCCO
Assay by compound	71	72	73	74	75
TAG inh	-7	24	-9	11	30
TAG inh DAPI viability	1	-10	3	-2	0

76	CCOC(=O)c1[nH]c2ccccc2c1NC(=O)c1ccc(S(=O)(=O)N2CCOCC2)cc1
77	NC(=O)c1ccsc1NC(=O)COC(=O)c1cccnc1Cl
78	O=C(NCc1cccs1)C(=O)NCC(c1ccco1)N1CCN(c2ccc(F)cc2)CC1 (stereo not given)
79	COc1cccc(NC(=O)N(C)C[C@@H]2Oc3ncc(Br)cc3C(=O)N([C@@H](C)CO)C[C@H]2C)c1
80	COc1cc(OC)c(S(=O)(=O)Nc2ccc(C(=O)N3CCCC3)cc2)cc1NC(C)=O
Assay by compound	76	77	78	79	80
TAG inh	18	2	5	-4	12
TAG inh DAPI viability	-2	13	5	1	0

81	O=C1N(Cc2cccc(Cl)c2)C[C@@H]2C[C@@H](c3ccc4nonc4c3)N3CCC[C@@]123
82	Cc1ccc([C@H]2C[C@H](O)[C@@H](n3cc(C4CC4)nn3)CN2C(=O)c2cccs2)cc1
83	O=C(NCCc1ccccc1)c1ccccc1NC(=O)C1CCCO1 (stereo not given)
84	Cc1nn(CC(=O)N(C)C2CCC(C)CC2)c(C)c1S(=O)(=O)N(C)C (stereo not given)
85	O=C(COc1cccnc1[N+](=O)[O-])NCCc1ccc(F)cc1
Assay by compound	81	82	83	84	85
TAG inh	-3	-6	-2	-16	0
TAG inh DAPI viability	-6	1	-5	5	1

86	CC(C)CC(COCc1ccc(C(F)(F)F)cc1)N1CCN(C(=O)c2ccc(C(F)(F)F)cc2)CCC1=O (stereo not given)
87	Cc1cccc(-n2c(SCC(=O)NC3CCCC3)nnc2-c2ccoc2C)c1
88	COC(=O)[C@]1(Cc2ccccc2)N[C@H](CN(C)C(=O)Nc2ccc(OC)cc2)[C@@H]2C(=O)N(Cc3ccccc3)C(=O)[C@@H]21
89	O=[N+]([O-])c1ccc(-c2cn3ccccc3n2)cc1
90	CCOc1ccc(N=C2SC(C(=O)O)CC(=O)N2C)cc1 (stereo not given)
91	C=CCS/C(=N\n1cnc2ccccc2c1=O)N1CCCCC1
92	Nc1c(Cl)cc(Cl)cc1C(=O)OCC(=O)NC1CC1
93	O=C(C1CCC(CNS(=O)(=O)c2cccc3cccnc23)CC1)N1CCCC1 (stereo not given)
Assay by compound	86	87	88	89	90	91	92	93
TAG inh	12	-5	10	11	-3	18	-3	11
TAG inh DAPI viability	-8	7	-13	15	0	-9	4	-6

Bioassay records as filed in PubChem BioAssay.
